# Screens deposited in PubChem by The Scripps Research Institute Molecular Screening Center.
# OX1R antag-1 = antagonists of human orexin 1 receptor (OX1R). OX1R-expressing cells, FRET antagonist read-out. inhibition, % at 6.6 µM. hit rate 1.8% among 330,000. AID 485270, 2010; in the data active = inhibition mostly above about 38%, no sharp cut-off; inactive = mostly below about 40%;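 also: 0% = agonist challenge alone and 100% = reference antagonist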
# Target sequence (O43613 whole entry, looked up): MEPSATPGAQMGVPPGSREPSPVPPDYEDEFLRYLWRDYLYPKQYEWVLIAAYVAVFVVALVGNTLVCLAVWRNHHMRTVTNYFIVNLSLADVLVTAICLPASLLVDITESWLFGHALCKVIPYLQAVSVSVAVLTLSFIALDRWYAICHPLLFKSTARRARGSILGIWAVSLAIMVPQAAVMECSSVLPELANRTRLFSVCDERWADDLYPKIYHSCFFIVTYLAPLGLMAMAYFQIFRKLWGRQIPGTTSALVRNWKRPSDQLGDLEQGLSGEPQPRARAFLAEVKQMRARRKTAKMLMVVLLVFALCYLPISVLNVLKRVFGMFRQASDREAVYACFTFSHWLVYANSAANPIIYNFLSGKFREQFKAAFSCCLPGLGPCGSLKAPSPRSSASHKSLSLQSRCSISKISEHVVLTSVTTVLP
# OX1R antag-2 = OX1R (HCRTR1) antagonists, primary screen, fluorescence, CHO/OX1R cells, Fluo-8 calcium, orexin A | Orexin/Hypocretin receptor type 1 (Homo sapiens), O43613 | Fluo-8 calcium fluorescence | inhibition, % at 5 µM | hit rate 0.43% among 330,000 | AID 434989, 2010;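 active = inhibition above its plate's threshold, mean inhibition of all tested compounds on the plate plus 3 SD, cut at about 37% in these data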;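 also: 0% = orexin A challenge wells and 100% = SB-334867-A antagonist wells; not every result past the cut was called active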
# The depositor's hits bear a star.
OX1R antag-1 | OX1R antag-2 | Molecule
26 | -23 | O=C(Nc1ccncc1)c1ccc(Cl)c([N+](=O)[O-])c1
18 | -21 | Cc1cccc(NC(=O)CN2CCN(CC(=O)Nc3ccc(-c4ccccc4)cc3)CC2)c1C
2 | -25 | Cc1cc(C2=CC(=O)C[C@H](c3ccc4c(c3)OCO4)C2)ccc1F
34 | -26 | O=C(NCc1ccc2c(c1)OCO2)c1ccc2c(c1)C(=O)N(Cc1cccnc1)C2=O
4 | -21 | COc1ccc(/C=N/NC(=O)c2cccnc2)cc1CSc1ccccn1
42 | -18 | Cc1nc2c(-c3ccccc3)c(C)nn2c(C)c1CCC(=O)NCc1ccco1
48 | -23 | O=[N+]([O-])c1cncc([N+](=O)[O-])c1Nc1ccccc1Cl
13 | 12 | CCCc1nn(C)c(C(N)=O)c1[N+](=O)[O-]
-4 | -13 | Cc1nn2c(N3CCOCC3)cc(C(C)C)nc2c1-c1ccccc1
2 | 2 | CC(C)Cc1ccc(C(C)C(N)=Nc2ccc(O)cc2)cc1 (configuration not stated)
58 | -11 | COc1ccc(C(=O)C[n+]2ccc3c(c2)nnn3-c2ccccc2)cc1
17 | -19 | C=CCn1c(=O)[nH]c2cc(C(=O)N3CCN(c4ccc(C(C)=O)cc4)CC3)ccc2c1=O
6 | -21 | COc1ccc(-c2nnc(SCC(=O)N3CCCCC3)o2)c(OC)c1
27 | -6 | Cc1cc(Oc2ccc(=O)n(C)n2)nc(SCC(N)=O)n1
26 | 1 | O=C(Cc1ccccc1)Nc1nccs1
6 | -25 | COc1cc2ccccc2cc1C(=O)N(CCN(C)C)c1nc2ccc(C)cc2s1
9 | -4 | CC(=O)NC(=O)c1cnn(-c2ccccc2)c1N
12 | -12 | CSCCC(NS(=O)(=O)c1ccc(Cl)cc1)C(=O)OCc1cccc(Cl)c1 (configuration not stated)
10 | -3 | Cn1c(=O)[nH]c(=O)c2c1nc1n2CCS1
26 | -7 | COC(=O)c1ccc(NC2CC(=O)N(c3ccccc3C)C2=O)cc1 (configuration not stated)
21 | -14 | COc1ccc(Cn2ccnc2SCC(=O)Nc2ccccc2F)cc1
3 | -12 | O=C(c1ccc(-c2ccccc2)cc1)N1CCN(c2ccccn2)CC1
-4 | -12 | c1ccc2c(c1)CC1(CCCC1)n1nnnc1-2
13 | -10 | COC(=O)C1=C(C)NC(c2c(O)ccc3ccccc23)C(C(=O)OC)=C1C (configuration not stated)
46 | -3 | NC(=O)c1ccc(SCC(=O)OCC(=O)NCc2ccco2)c([N+](=O)[O-])c1
6 | -19 | O=C(N/N=C1\CC(c2ccccc2)Oc2ccccc21)c1cccnc1 (configuration not stated)
4 | 3 | O=C(CCC(=O)Nc1ccccc1)N/N=C/c1ccco1
4 | -11 | CCOC(=O)c1[nH]c2cc3c(cc2c1CCCN1C(=O)c2ccccc2C1=O)OCCO3
8 | -6 | CC(C)N(C(=O)[C@H]1CC(CC(=O)NCCCN(C)C)C(=O)N2CCc3c([nH]c4ccccc34)[C@]12C)C(C)C (some centres not stated)
18 | -19 | CN(CCC#N)C(=O)COC(=O)C1c2ccccc2Oc2ccccc21
-1 | -23 | O=C(CN1C(=O)c2ccccc2S1(=O)=O)Nc1ccc(S(=O)(=O)N2CCCCCC2)cc1
4 | 3 | CCN(C(=O)CSc1nnc(-c2ccc(Cl)cc2)n1C)C1CCS(=O)(=O)C1 (configuration not stated)
19 | 3 | O=C1C(=O)N(CCCn2ccnc2)C(c2cccc(Br)c2)/C1=C(\O)c1ccc2c(c1)OCCO2 (configuration not stated)
66 | -19 | CC1CCN(c2ccc([N+](=O)[O-])cc2C(N)=O)CC1
5 | -16 | COc1ccc([C@H]2CC(=O)C=C(c3ccc(OC(F)(F)F)cc3)C2)cc1
1 | -1 | CC(=O)Nc1ccc(C(=O)NNC(=O)c2ccc(Cl)cc2)cc1
11 | -20 | Cc1ccc(CN(C(=O)c2ccco2)C(C(=O)NC2CCCC2)c2cccnc2)cc1 (configuration not stated)
13 | -9 | COc1ccc(NC(=O)NC2(C(=O)N3CCCCC3)CCCCC2)cc1
2 | -19 | CN(CC(=O)Nc1ccccc1Cl)C(=O)C1CCN(C(=O)c2ccc(Cl)cc2)CC1
7 | -22 | COC(=O)c1cc(S(=O)(=O)N2CCN(Cc3ccccc3)CC2)cn1C
2 | -18 | Cn1c(CCCCCN)nc2ccccc21
17 | -34 | CC(C)OCCCNC(=O)CN1C(=O)/C(=C/c2ccccc2F)Oc2ccccc21
10 | -18 | COc1cccc(NC2=NCCCCC2)c1
10 | -14 | CCOCCCNC(=O)c1c(C)c(C(=O)OCC)n(C)c1C
5 | -12 | Cc1n[nH]c(C)c1S(=O)(=O)N1CCCC(C(=O)Nc2ccc(Br)cc2)C1 (configuration not stated)
-4 | 24 | O=C(O)C1Cc2[nH]cnc2C(c2ccccc2O)N1 (configuration not stated)
6 | 3 | CCCNC(=O)N1CCN(C(=O)NCCC)CC1
18 | 7 | O=Cc1cc(CCC(=O)O)ccc1O
16 | -30 | CCN(CC)CCn1c2c(c(SCC(=O)Nc3ccc(C(C)C)cc3)nc1=O)CCC2
18 | 36 | COc1cc([N+](=O)[O-])cc(/C=N/NC(=O)C(C)Nc2cccc(C)c2)c1O (configuration not stated)

# Other records follow.
OX1R antag-1 | OX1R antag-2 | Molecule
26 | -21 | Cc1ccc(-c2n[nH]c(=S)n2/N=C/C=C/c2ccccc2[N+](=O)[O-])cc1
25 | -27 | COc1ccc(C2NCCc3cc(OC)c(OC)cc32)cc1OC (configuration not stated)
2 | -15 | COc1ccc(OC)c(S(=O)(=O)N2CCCC(C)C2)c1 (configuration not stated)
22 | -8 | C=CCSc1nc2c(sc3nc(C)cc(C)c32)c(=O)[nH]1
23 | -26 | Cc1ccc2nc(-c3ccc(NS(=O)(=O)c4ccc(F)cc4)cc3)sc2c1
11 | -9 | CCC(C)NCCOc1ccc(Br)cc1 (configuration not stated)
2 | 8 | NC(=O)c1ccc[n+](Cc2ccc(-c3ccccc3)cc2)c1
46 | 4 | c1ccc(-c2noc(CSc3nnc(Cc4cccs4)n3-c3ccccc3)n2)cc1
17 | -2 | O=C(Nc1cccnc1)C1OCCc2ccccc21 (configuration not stated)
0 | -22 | O=C(c1cccc(S(=O)(=O)N2CCCC2)c1)N1CCN(c2ccccc2F)CC1
9 | -12 | CCOc1ccc(C2CC(c3cccc(OC)c3)Nc3nc(N)nn32)cc1 (configuration not stated)
18 | -5 | O=C(N/C(=C/c1ccco1)C(=O)N1CCCC1)c1cccs1
-1 | -12 | CC1CCN(S(=O)(=O)c2ccc(NC(=O)[C@@H]3CCCN3C(=O)c3cccs3)cc2)CC1
64* | -17 | CCN(CC(=O)NCc1cccs1)C(=O)c1ccc([N+](=O)[O-])o1
23 | 7 | COc1cccc(/C=N\NC(=O)C2C(=O)NCC2c2ccccc2)c1O (configuration not stated)
16 | -14 | CCCCNC(=O)Cc1ccc(C)cc1
-2 | -20 | COc1cccc(N2CCN(c3nc(C)cc(C)c3C#N)CC2)c1
4 | -4 | N#Cc1cc(N)ccc1-n1cccc1
8 | 6 | Cc1ccc(NS(=O)(=O)c2ccc(OCC(N)=O)cc2)cc1
14 | -11 | COc1ccc(/C(=C/c2ccc(OC(F)F)c(OC)c2)C(=O)O)cc1OC
25 | -30 | Cc1cc(NC(=O)CCN2C(=O)/C(=C\c3ccccc3Cl)SC2=S)no1
22 | -26 | CCOC(=O)c1cn(-c2ccccc2)nc1-c1ccncc1
7 | 6 | Cc1ccc(-c2nn(-c3ccccc3)cc2C(=O)O)o1
12 | -6 | Cc1nn(C)cc1/C=N/NC(=S)Nc1ccc(Cl)cc1Cl
12 | -7 | COc1ccc(OC)c(C2C(C(=O)Nc3cccnc3)=C(C)NC3=C2C(=O)CCC3)c1 (configuration not stated)

# Compound profiles (already shown). Values in the order: OX1R antag-1, OX1R antag-2
# CCC(C)NCCOc1ccc(Br)cc1 (configuration not stated) in the list: 11, -9
# CC1CCN(S(=O)(=O)c2ccc(NC(=O)[C@@H]3CCCN3C(=O)c3cccs3)cc2)CC1 in the list: -1, -12
# Cc1ccc(NS(=O)(=O)c2ccc(OCC(N)=O)cc2)cc1 in the list: 8, 6
# N#Cc1cc(N)ccc1-n1cccc1 in the list: 4, -4
# O=C(N/C(=C/c1ccco1)C(=O)N1CCCC1)c1cccs1 in the list: 18, -5

# Part of the list above, as tab-separated lines.
Structure	OX1R antag-1	OX1R antag-2
COc1ccc(C2NCCc3cc(OC)c(OC)cc32)cc1OC (configuration not stated)	25	-27
N#Cc1cc(N)ccc1-n1cccc1	4	-4

# The results go on.
OX1R antag-1 | OX1R antag-2 | Molecule
22 | -15 | Cc1ccccc1NC1=NC(=S)N(c2ccccc2)C12CCCCC2
-1 | -31 | CCN(Cc1cc2ccccc2[nH]c1=O)C(=O)C1CCCCC1
7 | -3 | CC1CCCCC1NC(=O)COC(=O)c1c2c(nc3ccccc13)/C(=C/c1ccco1)CC2 (configuration not stated)
13 | -11 | CCOc1ccc(N2C(=O)CC(N(CCc3ccccc3)C(=O)/C=C/C(=O)O)C2=O)cc1 (configuration not stated)
11 | -21 | Cn1cccc1C(=O)NCCc1ccccc1
12 | -16 | Cc1cc(NC(=O)CSc2nc3ccccc3c(=O)n2CCCC(=O)NCc2ccco2)n[nH]1
3 | -27 | CCNC(=S)NNC(=O)c1cc(-c2ccc(OCC)cc2)nc2ccccc12
5 | -24 | CCC(C)(C)NC(=O)CN(C(=O)C(=O)Nc1ccc2c(c1)OCCO2)C(C)(C)CC
19 | -16 | CCn1nc(C)cc1C(=O)N1CCCC(C(=O)c2cccc(OC)c2)C1 (configuration not stated)
10 | -20 | Cc1ccc(NC(=O)CN(C)C(=O)Cn2nnc(-c3ccccc3)n2)cc1
26 | -17 | CCOc1ccc2nc(N3CCCC(C(=O)NCC4CCCO4)C3)sc2c1 (configuration not stated)
16 | -17 | Cc1cc(-c2onc(C)c2C(=O)O)no1
6 | -21 | COc1cccc(CN2CCNC(=O)C2CC(=O)NC2CCCCC2)c1OC (configuration not stated)
2 | -12 | Cc1ccc(NC(=O)NC(=O)CN2CCN(c3ccc(O)cc3)CC2)c(C)c1
0 | 3 | Cc1ccccc1CSc1nnc(-c2cnccn2)n1C
5 | 8 | NC(N)=NS(=O)(=O)c1ccc(NC(=S)NC(=O)c2sc3ccccc3c2Cl)cc1
12 | -11 | O=c1[nH]cc(O)c(=O)[nH]1
25 | -29 | CCN(CC)S(=O)(=O)c1cc(C(=O)Nc2ccccc2[N+](=O)[O-])ccc1Cl
12 | -12 | CC(C)OCCOc1ccc2oc(-c3ccco3)cc(=O)c2c1
22 | -24 | CCCCCCSc1ccc([C@H]2N[C@@](Cc3ccccc3)(C(=O)OC)[C@H]3C(=O)N(CC)C(=O)[C@@H]23)cc1
3 | -15 | Cc1ccccc1NS(=O)(=O)c1cc(C(=O)N2CCCC2)ccc1C
1 | -11 | CCOC(=O)c1sc(=S)n(C)c1NC(=O)c1ccc(OC)cc1
26 | -26 | Cc1ccc(S(=O)(=O)N2CCN(Cc3nc4ccccc4n3C)CC2)cc1
5 | -9 | CC1CCCC(NC(=O)COC(=O)COc2cccc(F)c2)C1C (configuration not stated)
10 | -13 | O=C(CCNC(=O)C1CCN(S(=O)(=O)c2ccc(F)cc2)CC1)NCc1ccc(F)cc1

# Rewritten in CSV form: part of the list above
SMILES,OX1R antag-1,OX1R antag-2
CC(C)OCCOc1ccc2oc(-c3ccco3)cc(=O)c2c1,12,-12
CCCCCCSc1ccc([C@H]2N[C@@](Cc3ccccc3)(C(=O)OC)[C@H]3C(=O)N(CC)C(=O)[C@@H]23)cc1,22,-24
Cc1ccccc1NS(=O)(=O)c1cc(C(=O)N2CCCC2)ccc1C,3,-15

# Continuation:
OX1R antag-1 | OX1R antag-2 | Molecule
11 | -31 | CN1C(C(=O)Nc2ccc(F)cc2F)=CC(c2cccs2)=NS1(=O)=O
15 | -9 | O=C(CCc1ccccc1)NNC(=O)c1ccccc1Br
14 | -1 | Cc1ccc(S(=O)(=O)NC2=NCN(Cc3ccccc3)CN2)cc1
31 | -6 | CCN1CCN(CCc2nc3cc([N+](=O)[O-])ccc3n2C)CC1
24 | 45* | Nc1cc(S(=O)(=O)Nc2ccccc2Cl)ccc1N1CCCCC1
4 | -29 | COCCN1Cc2cccc(C(=O)NC(C)CCc3ccco3)c2C1=O (configuration not stated)
23 | -3 | CN(C)S(=O)(=O)c1ccc(C(=O)OCC(=O)Nc2cccnc2Cl)cc1
9 | -26 | O=c1c2ccccc2n(Cc2ccccc2F)c(=O)n1Cc1ccccc1F
13 | -28 | CC(C)[C@H](NC(=O)N1CCn2c1nc1ccccc12)C(=O)NCc1ccco1
17 | -14 | Cc1noc(C)c1COc1ccc(C(=O)NCCc2ccccn2)cc1
8 | -16 | CNC(=S)N1N=C(c2cccs2)CC1c1ccc(OC)cc1 (configuration not stated)
4 | -7 | O=C(COC(=O)c1cc2ccccc2o1)NCc1ccco1
20 | -6 | COc1ccc(S(=O)(=O)N2CCC(C(=O)NCCCn3ccnc3)CC2)cc1C
10 | -13 | O=C(N/N=C/c1c[nH]c2ccccc12)c1ccn(Cc2ccc(Cl)cc2)n1
46 | -18 | Cc1cc(C)n2nc(C(=O)N/N=C/c3cccc(Cl)c3)nc2n1
